N370S GC mod – inhibits or activates N370S mutant glucocerebrosidase; N370S GC spleen homogenate, 4MU-glucoside fluorescence; Potency, µM (doses to about 59.4 µM), for inactives: at the highest dose activity change, negative = inhibition, actives largely listed as inhibitors; 0.092% of 330,000 active;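 note: 0% = full enzyme activity and -100% = no enzyme basal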
TDP1 inh – inhibitors of human tyrosyl-DNA phosphodiesterase TDP1. Q9NUW8. recombinant TDP1, AlphaScreen DNA substrate cleavage. Potency, µM (titrated, usually from 130 µM), for the others: at the top dose activity change, negative = inhibition, most hits filed as inhibitors. 0.28% of 350,000 active. AID 485290; note: nearly all actives have a fitted effect of over 40% in size
Target sequence (Q9NUW8 whole entry, looked up): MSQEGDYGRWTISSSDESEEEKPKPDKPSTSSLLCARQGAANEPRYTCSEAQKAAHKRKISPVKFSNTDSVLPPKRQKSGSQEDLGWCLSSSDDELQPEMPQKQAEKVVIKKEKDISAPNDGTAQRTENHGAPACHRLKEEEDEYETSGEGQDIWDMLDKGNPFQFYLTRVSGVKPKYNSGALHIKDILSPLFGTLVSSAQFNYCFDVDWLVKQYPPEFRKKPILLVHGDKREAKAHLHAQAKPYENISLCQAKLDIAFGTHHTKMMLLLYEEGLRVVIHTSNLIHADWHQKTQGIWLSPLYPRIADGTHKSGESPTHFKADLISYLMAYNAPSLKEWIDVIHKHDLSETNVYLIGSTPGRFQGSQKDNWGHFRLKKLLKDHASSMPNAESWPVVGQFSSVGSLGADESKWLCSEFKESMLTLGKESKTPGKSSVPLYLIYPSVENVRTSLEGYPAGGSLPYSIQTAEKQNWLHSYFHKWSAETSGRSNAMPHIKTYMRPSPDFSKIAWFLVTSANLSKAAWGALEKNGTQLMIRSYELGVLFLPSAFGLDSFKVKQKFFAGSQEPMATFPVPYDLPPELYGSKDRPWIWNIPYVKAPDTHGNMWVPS
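Signal: AlphaScreen proximity between streptavidin donor and anti-FITC acceptor beads on intact substrate. Reaction: Tdp1 1 nM, substrate 15 nM final, 5 min RT after 15 min compound preincubation.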
DT40 TDP1 no CPT – qHTS for Inhibitors of human tyrosyl-DNA phosphodiesterase 1 (TDP1): qHTS in cells in absence of CPT; DT40 Tdp1-/- hTDP1 cells, no CPT, ATP luminescence, 48 h; Potency, µM (series often up to 46.2 µM), inactives show at the top dose activity change, negative = growth inhibition, hits mostly inhibitors; 15% of 420,000 active; note: nearly all actives have a fitted effect of over 55% in size
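Seeded 400 DT40-hTDP1 cells/well (vehicle DMSO, no 20 nM CPT); pinned compounds; ≥48 hr at 37 °C; CellTiter-Glo luminescence as viability measure.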
* = called active by the depositor; & = joins results of further samples; [ ] = remark or other dose. Calls come from the whole dose curve; as a rule, active = well fitted curve in the direction sought with a large enough effect; inconclusive = small, poorly fitted or top-dose-only effect, or another doubt; inactive = no such curve, though single readings can be large; an effect the other way counts as inactive or inconclusive. Unless noted, % is set by controls: 0 for no effect and ±100 for the full control effect; potency is the fitted concentration of half-maximal effect. Not all compounds are listed; rates above refer to the full screens.

The opening 2 compounds, to show the layout:
Results for C[C@H]1CC[C@@]2(NC1)O[C@@H]1C[C@H]3[C@@H]4CC[C@@H]5C[C@@H](O)CC[C@@]5(C)[C@@H]4CC[C@]3(C)[C@@H]1[C@@H]2C ?
N370S GC mod: 0%[21.6 µM]; TDP1 inh: -6%[21 µM]

How did O=C(COc1ccccc1)Nc1ccc(Cl)cc1C(=O)c1ccccc1 do in these assays?
N370S GC mod: inconclusive; TDP1 inh: 0%; DT40 TDP1 no CPT: -30%

The listing, previewed entries included:
Results for C[C@H]1CC[C@@]2(NC1)O[C@@H]1C[C@H]3[C@@H]4CC[C@@H]5C[C@@H](O)CC[C@@]5(C)[C@@H]4CC[C@]3(C)[C@@H]1[C@@H]2C ?
N370S GC mod: 0%[21.6 µM]; TDP1 inh: -6%[21 µM]

How did O=C(COc1ccccc1)Nc1ccc(Cl)cc1C(=O)c1ccccc1 do in these assays?
N370S GC mod: inconclusive; TDP1 inh: 0%; DT40 TDP1 no CPT: -30%

Results for O=C1/C(=C/c2cccc([N+](=O)[O-])c2)N2CCC1CC2 ?
N370S GC mod: 8%; TDP1 inh: 1%; DT40 TDP1 no CPT: -37%

Results for COc1ccc2nc(NC(=O)CCNS(=O)(=O)c3ccc4c(c3)oc(=O)n4C)sc2c1 ?
N370S GC mod: -25%; TDP1 inh: 3%; DT40 TDP1 no CPT: inconclusive

What do the screens show for `COc1cc(CN2CC=C(c3ccc(F)cc3)CC2)cc(OC)c1`?
N370S GC mod: -7%; DT40 TDP1 no CPT: inconclusive

Results for CN1CCN(Cc2ccc(N)cc2)CC1 ?
N370S GC mod: -12%; TDP1 inh: -2%; DT40 TDP1 no CPT: 28%

How did COc1cccc(N2C(=O)CC(=O)NC2=O)c1 do in these assays?
N370S GC mod: 4%; TDP1 inh: -5%; DT40 TDP1 no CPT: -2%

What do the screens show for `COc1cccc(-n2c(O)c(C=NCCN3CCOCC3)c(=O)[nH]c2=O)c1`?
N370S GC mod: -19%; TDP1 inh: 2%; DT40 TDP1 no CPT: 0%

Results for COc1ccccc1-n1c(O)c(C=NCCCn2ccnc2)c(=O)[nH]c1=O ?
N370S GC mod: 3%; TDP1 inh: 5%; DT40 TDP1 no CPT: 0%

What do the screens show for `O=C(COc1ccc2ccccc2c1)N1CCN(CC2CC3C=CC2C3)CC1` (stereo unspecified)?
N370S GC mod: -9%; TDP1 inh: -7%; DT40 TDP1 no CPT: 18µM*

What do the screens show for `C[n+]1ccc(-c2ccncc2)cc1`?
N370S GC mod: 4%; TDP1 inh: 1%; DT40 TDP1 no CPT: 0%

What do the screens show for `O=C1CSC2N1CCNC21CCCCC1` (stereo unspecified)?
N370S GC mod: -27%; TDP1 inh: -4%; DT40 TDP1 no CPT: 6%

Quoted from the results shown, four compounds:
Results for COc1ccccc1-n1c(O)c(C=NCCCn2ccnc2)c(=O)[nH]c1=O ?
N370S GC mod: 3%; TDP1 inh: 5%; DT40 TDP1 no CPT: 0%

What do the screens show for `O=C(COc1ccc2ccccc2c1)N1CCN(CC2CC3C=CC2C3)CC1` (stereo unspecified)?
N370S GC mod: -9%; TDP1 inh: -7%; DT40 TDP1 no CPT: 18µM*

What do the screens show for `C[n+]1ccc(-c2ccncc2)cc1`?
N370S GC mod: 4%; TDP1 inh: 1%; DT40 TDP1 no CPT: 0%

What do the screens show for `O=C1CSC2N1CCNC21CCCCC1` (stereo unspecified)?
N370S GC mod: -27%; TDP1 inh: -4%; DT40 TDP1 no CPT: 6%

(cont.)
How did O=C(O)COc1nc(Cl)c(Cl)cc1Cl do in these assays?
N370S GC mod: -6%; TDP1 inh: 9%; DT40 TDP1 no CPT: inconclusive

Results for C/C1=C/C(=O)O[C@@H]2C[C@@H](CC[C@H](C)/C=C\CC1)O[C@@](O)(C1CSC(=O)N1)C2 (stereo partly specified) ?
N370S GC mod: -2%&-3%; TDP1 inh: 3%&5%

How did Cn1cc(C(=O)N2CCC3(CC2)OCCO3)c2c3ccccc3n(C)c2c1=O do in these assays?
N370S GC mod: 28%; TDP1 inh: 2%; DT40 TDP1 no CPT: -6%

Results for CCCCOc1nc2ccccc2c(=O)n1-c1ccccc1 ?
N370S GC mod: 16%; TDP1 inh: 6%; DT40 TDP1 no CPT: inconclusive

Results for CC1CN(c2cc([N+](=O)[O-])ccc2Cl)CC(C)N1 (stereo unspecified) ?
N370S GC mod: -6%; TDP1 inh: 0%; DT40 TDP1 no CPT: 5%

How did Oc1cc2c(cc1CN1CCN(c3ccccc3)CC1)OCO2 do in these assays?
N370S GC mod: -1%; TDP1 inh: 14%; DT40 TDP1 no CPT: 0%

How did Cc1c(C)c2ccc(OCC(=O)N3CCC(C(=O)O)(c4ccccc4)CC3)cc2oc1=O do in these assays?
N370S GC mod: 1%; DT40 TDP1 no CPT: -2%

How did COc1ccccc1N1CCN(Cc2cc(C)c(C)cc2O)CC1 do in these assays?
TDP1 inh: 0%; DT40 TDP1 no CPT: 21µM*

Results for CC(CCc1ccccc1)NCCC#N (stereo unspecified) ?
N370S GC mod: 7%; DT40 TDP1 no CPT: 5%

How did COc1ccc(C[C@H]2c3cc(OC)c(OC)cc3CCN2C)cc1OC do in these assays?
N370S GC mod: 2%[21.6 µM]; TDP1 inh: 1%[56.1 µM]

How did N[C@@H](Cc1c[nH]c2ccccc12)c1nnc(SCc2c(F)cccc2Cl)o1 do in these assays?
N370S GC mod: -12%; TDP1 inh: 6%; DT40 TDP1 no CPT: inconclusive

What do the screens show for `O=C(CNC(=O)c1cccs1)NCC(=O)OCC(=O)c1ccc([N+](=O)[O-])cc1`?
N370S GC mod: 3%; TDP1 inh: -5%; DT40 TDP1 no CPT: inconclusive

Results for Cn1c(=O)n(CC(=O)N2CCC3(CC2)OCCO3)c(=O)c2ccccc21 ?
N370S GC mod: -1%; TDP1 inh: 3%; DT40 TDP1 no CPT: -11%

Results for Cc1ccc2c(c1)CC1(CN2C)C(=O)NC(=O)N(C(C)C)C1=O (stereo unspecified) ?
N370S GC mod: 1%; TDP1 inh: 1%; DT40 TDP1 no CPT: inconclusive

Results for CCOC(=O)[C@]1(C#N)[C@@H]2C=CC(C(C)=O)=CN2[C@@H](C(N)=O)[C@@H]1c1ccsc1 ?
N370S GC mod: 10%; TDP1 inh: -2%; DT40 TDP1 no CPT: inconclusive

Results for CN1C(=O)/C(=C/c2ccc(Cl)s2)C(=O)NC1=S ?
N370S GC mod: -7%; TDP1 inh: -6%; DT40 TDP1 no CPT: 9.2µM*

What do the screens show for `CC(C)[C@@]1(NC(=O)[C@@H]2C[C@@H]3c4cccc5[nH]cc(c45)C[C@H]3N(C)C2)O[C@@]2(O)C3CCCN3C(=O)[C@H](Cc3ccccc3)N2C1=O` (stereo partly specified)?
N370S GC mod: -1%; TDP1 inh: 20%[56.1 µM]

Results for CCCCC/C=C\C/C=C\C/C=C\CCCCC(=O)NCCc1ccc(O)c(O)c1 ?
N370S GC mod: 18%; TDP1 inh: 6%

What do the screens show for `CC(=O)NC(Cc1ccc(N(CCCl)CCCl)cc1)C(=O)NCC(=O)NCC(=O)O` (stereo unspecified)?
N370S GC mod: -24%; TDP1 inh: 6%; DT40 TDP1 no CPT: 10µM*

What do the screens show for `CC(N)[C@H](O)c1ccccc1` (stereo partly specified)?
N370S GC mod: 2%; TDP1 inh: 14%[56.1 µM]; DT40 TDP1 no CPT: 0%

Results for Cc1ccc2c(c1)cc(C(=O)Nc1ccccc1C)n2C ?
TDP1 inh: 2%; DT40 TDP1 no CPT: 1.2µM*

What do the screens show for `O=Cc1cn(Cc2cccc(F)c2)c2ccccc12`?
N370S GC mod: inconclusive; DT40 TDP1 no CPT: inconclusive

How did CCCCC/C=C\C/C=C\C/C=C\C/C=C\CCCC(=O)N(Cc1ccc(O)c(Cl)c1)Cc1ccc(O)c(Cl)c1 do in these assays?
N370S GC mod: -6%; TDP1 inh: -3%

Results for COC(=O)C1=C(C)OC(N)=C(C#N)C12C(=O)Nc1ccccc12 (stereo unspecified) ?
N370S GC mod: 10%; TDP1 inh: 3%; DT40 TDP1 no CPT: -4%

What do the screens show for `NCc1cc(=O)[nH]o1`?
N370S GC mod: -20%&-3%&4%&-5%; TDP1 inh: -1%; DT40 TDP1 no CPT: -6%&-1%&-17%

How did O=C(Nc1ccc(F)cc1F)c1cccnc1Oc1cccc(C(F)(F)F)c1 do in these assays?
N370S GC mod: -5%&-12%; TDP1 inh: 3%&-2%; DT40 TDP1 no CPT: 5%

What do the screens show for `O=C(Cc1ccccc1)N1CCN(CCCc2ccccc2)CC1`?
N370S GC mod: -3%; DT40 TDP1 no CPT: inconclusive

How did CC(C)N(CC#CCC1(O)c2ccccc2-c2ccccc21)C(C)C do in these assays?
N370S GC mod: -2%; TDP1 inh: -3%; DT40 TDP1 no CPT: -24%

What do the screens show for `Cc1cccc(N=Cc2c(O)n(C)c(=O)n(C)c2=O)c1`?
N370S GC mod: 2%; DT40 TDP1 no CPT: 4%

How did O=C(NCNC(=O)NC1C(=O)NC(=O)N1CO)NC1C(=O)NC(=O)N1CO (stereo unspecified) do in these assays?
N370S GC mod: -11%; TDP1 inh: 4%; DT40 TDP1 no CPT: 3%&-7%

Results for Cc1ccsc1CNCCc1ccc(F)cc1 ?
N370S GC mod: -9%; TDP1 inh: 3%; DT40 TDP1 no CPT: -2%

How did Cc1ccc(-n2c(O)c(C=NC3CCCC3)c(=O)[nH]c2=O)c(C)c1 do in these assays?
N370S GC mod: inconclusive; TDP1 inh: 5%; DT40 TDP1 no CPT: -4%

Results for CCN1C[C@]2(CO)CC[C@H](OC)[C@@]34C2[C@H](OC)[C@@](O)(C13)[C@@]1(O)C[C@H](OC)[C@H]2C[C@@H]4[C@@H]1[C@H]2OC ?
N370S GC mod: -4%; DT40 TDP1 no CPT: 2%

Results for CN1C(=O)COc2c(C(=O)N[C@@H]3CN4CCC3CC4)cc(Cl)cc21 ?
N370S GC mod: 11%; TDP1 inh: 11%[56.1 µM]; DT40 TDP1 no CPT: -12%

Results for O=C(C1CCN(S(=O)(=O)N2CCOCC2)CC1)N1CCC2(CC1)OCCO2 ?
N370S GC mod: -7%; TDP1 inh: 2%; DT40 TDP1 no CPT: -9%

What do the screens show for `Cc1ccc(-n2nc(C)c3c2NC(=O)CSC3c2ccc(O)cc2)cc1Cl` (stereo unspecified)?
TDP1 inh: 3%; DT40 TDP1 no CPT: inconclusive

How did O=[P+](Cc1ccccc1)Cc1ccccc1 do in these assays?
N370S GC mod: 1%; TDP1 inh: -2%; DT40 TDP1 no CPT: 1%

How did CCCCn1c(O)c(C(CC)=NCCc2ccccc2)c(=O)[nH]c1=O do in these assays?
N370S GC mod: inconclusive; TDP1 inh: 4%; DT40 TDP1 no CPT: inconclusive

Results for CC1CC(C)CN(S(=O)(=O)c2ccc3c(c2)oc(=O)n3CC(=O)NCc2cccnc2)C1 (stereo unspecified) ?
N370S GC mod: inconclusive; TDP1 inh: 6%; DT40 TDP1 no CPT: inconclusive

Results for CCN1C[C@]2(COC(=O)c3ccccc3N)CC[C@H](OC)C34[C@@H]5C[C@H]6[C@H](OC)[C@@H]5[C@](O)(C[C@@H]6OC)[C@@](O)([C@H]13)[C@@H](OC)[C@@H]42 ?
N370S GC mod: inconclusive; DT40 TDP1 no CPT: 4%

How did Cc1ccc(C(O)P(=O)(OC2CCCCC2)OC2CCCCC2)cc1 (stereo unspecified) do in these assays?
N370S GC mod: 2%; TDP1 inh: 5%; DT40 TDP1 no CPT: inconclusive

What do the screens show for `NCC(N)C(=O)c1ccccc1` (stereo unspecified)?
N370S GC mod: 1%; TDP1 inh: 8%[56.1 µM]; DT40 TDP1 no CPT: -8%

How did CCC(=NCCCN1CCOCC1)c1c(O)n(Cc2ccccc2)c(=O)[nH]c1=O do in these assays?
N370S GC mod: -2%; TDP1 inh: 3%; DT40 TDP1 no CPT: -19%

Results for Clc1ccccc1Cl ?
N370S GC mod: 10%; TDP1 inh: 8%; DT40 TDP1 no CPT: -6%

Results for CCOc1ccc(CN(CCc2ccc3c(c2)OCO3)Cc2cc(OC)ccc2O)cc1 ?
TDP1 inh: 4%; DT40 TDP1 no CPT: 18µM*

What do the screens show for `COC(=O)C1=C(N)Oc2cc(C)oc(=O)c2C12C(=O)Nc1ccccc12` (stereo unspecified)?
N370S GC mod: -6%; TDP1 inh: 3%; DT40 TDP1 no CPT: 16µM*

How did O=c1c2ccccc2nc(/C=C/c2ccccn2)n1-c1ccccc1 do in these assays?
N370S GC mod: -6%; TDP1 inh: -8%; DT40 TDP1 no CPT: -20%

Results for COc1cccc(-n2c(/C=C/c3ccccn3)nc3ccccc3c2=O)c1 ?
N370S GC mod: -2%; DT40 TDP1 no CPT: inconclusive

What do the screens show for `COc1ccc(OC)c(N=Cc2c(O)[nH]c(=O)[nH]c2=O)c1`?
N370S GC mod: -3%; DT40 TDP1 no CPT: 3%

Results for Cc1nnc(NC(=O)c2cccn(Cc3cccc(Cl)c3)c2=O)s1 ?
TDP1 inh: -1%; DT40 TDP1 no CPT: -26%

What do the screens show for `Cc1c2cnn(CC(=O)N3CCC4(CC3)OCCO4)c(=O)c2c(C)n1Cc1ccccc1`?
N370S GC mod: 2%; TDP1 inh: 11%; DT40 TDP1 no CPT: inconclusive
